Bioassay records (PubChem)
hgDAF-12 ag: hgDAF-12 agonism, primary luciferase screen | HEK293 GAL4-hgDAF12 UAS-luciferase reporter, agonist luminescence; normalized to butyrate control | 370,000 tested, 1.8% active | activation, % at 6.8 µM | AID 687014;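 active = activation above a cutoff set at the mean of all screened compounds plus 3 SD, cut at about 10% in these data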;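 also: 0% = DMSO wells and 100% = sodium butyrate wells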
PLCg1 inh: PLC-gamma1 (human) inhibition, primary screen | P19174 | purified PLC-gamma1, fluorogenic substrate, fluorescence | inhibition, % at 12.2 µM | 370,000 tested, 0.84% active; in the data active = inhibition above about 9.5%
hcDAF12 agonist: H. contortus DAF-12 activation, primary screen; AID 652067; HEK293 hcDAF-12 lit1-tk-luc reporter, luminescence; 0% DMSO, 100% Δ7-dafachronic acid; activation, % at 6.8 µM; 370,000 tested, 1.4% active;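 active = activation above the mean of all tested compounds plus 3 SD, cut at about 5.5% in these data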;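 also: 100% = response to 3 µM Δ7-dafachronic acid high control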
FXN GAA850 act: frataxin GAA850 promoter activation; HEK293 lucGAA850 FXN promoter luciferase reporter, 24 h; percent of 10 µM SAHA response; activation, % at 6 µM; 360,000 tested, 0.56% active; AID 540364;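 active = activation above the average of all compounds screened plus 3 SD, cutoff fixed separately per campaign, cut at about 7.5% in these data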;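 also: 0% = DMSO wells and 100% = 10 µM SAHA wells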
ssDAF-12 act: activators of S. stercoralis DAF-12 nuclear receptor | HEK293 ssDAF-12/GRIP1 lit1-tk-luc reporter, luminescence; % of 3 µM dafachronic acid response | activation, % at 6.8 µM | 370,000 tested, 1% active;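 active = activation above the mean over all tested compounds plus 3 SD, cut at about 0.9% in these data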;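 also: 0% = DMSO-only wells and 100% = 3 µM delta7-dafachronic acid wells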
ADAM17 inh: inhibitors of human ADAM17 | AID 720648 | inhibition, % at 6.95 µM | 370,000 tested, 0.83% active | recombinant ADAM17, EDANS/DABCYL FRET peptide cleavage;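 active = inhibition above the mean of compounds lying between control limits plus 3 SD, set per campaign, cut at about 8.5% in these data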;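 also: 0% = DMSO-only wells as the low control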
DAX1 inh-1: DAX1 (NR0B1) inhibition, primary screen; HEK293T StAR-luciferase reporter, SF-1/DAX-1 repression relief; inhibition, % at 6.8 µM; 370,000 tested, 1.1% active; AID 652010;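 active = inhibition above the mean over all tested compounds plus 3 SD, cut at about 3.6% in these data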;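 also: 0% = DAX-1 cells with DMSO and 100% = cells lacking DAX-1 with DMSO; higher inhibition means more luminescence from relief of DAX-1 repression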
HGIII-sPLA2 inh: Blocks human group III sPLA2 activity; inhibition, % at 12.2 µM; QFRET BODIPY PC-A2 liposome hydrolysis, fluorescence; AID 743126; 370,000 tested, 0.56% active;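 active = inhibition above mean plus 3 SD of compounds lying within the high and low control bounds, cut at about 19% in these data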;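 also: 0% = median of test compound wells and 100% = no enzyme DMSO wells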
ADAM10 inh: ADAM10 inhibition, QFRET primary screen. inhibition, % at 7 µM. O14672. 370,000 tested, 0.62% active. recombinant ADAM10, EDANS/DABCYL FRET peptide cleavage, 3 h. AID 720582;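 active = inhibition above a per-campaign cutoff equal to the mean of compounds falling between control-based bounds plus 3 SD, cut at about 20% in these data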;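 also: 0% = DMSO wells while the 100% control is not disclosed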
Target sequence (O14672 214-748 limits assumed): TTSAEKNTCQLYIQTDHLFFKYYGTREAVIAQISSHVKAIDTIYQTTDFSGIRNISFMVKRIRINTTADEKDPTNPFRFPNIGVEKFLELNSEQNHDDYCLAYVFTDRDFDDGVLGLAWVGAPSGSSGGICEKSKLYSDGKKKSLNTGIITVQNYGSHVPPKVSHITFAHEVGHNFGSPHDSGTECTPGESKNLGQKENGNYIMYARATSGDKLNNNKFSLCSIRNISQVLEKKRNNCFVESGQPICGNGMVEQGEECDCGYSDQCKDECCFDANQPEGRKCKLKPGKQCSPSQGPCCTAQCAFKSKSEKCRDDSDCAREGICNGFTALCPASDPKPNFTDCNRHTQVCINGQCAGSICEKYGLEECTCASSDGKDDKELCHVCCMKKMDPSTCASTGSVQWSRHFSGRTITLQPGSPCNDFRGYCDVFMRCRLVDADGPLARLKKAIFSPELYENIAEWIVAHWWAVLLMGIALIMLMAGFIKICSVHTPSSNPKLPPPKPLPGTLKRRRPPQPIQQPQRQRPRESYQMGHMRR
DAX1 inh-2: NR0B1 (DAX1) inhibition; P51843; HEK293 Gal4-DAX1 luciferase reporter, luminescence; AID 504766; inhibition, % at 6.75 µM; 340,000 tested, 0.99% active;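 active = inhibition above the mean over all tested compounds plus 3 SD, cut at about 4.2% in these data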;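 also: 0% = DAX1-transfected cells with DMSO and 100% = empty-vector control cells with DMSO; inhibition shows as a rise in luminescence from relieved DAX1 repression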
Target sequence (P51843 207-470 limits assumed): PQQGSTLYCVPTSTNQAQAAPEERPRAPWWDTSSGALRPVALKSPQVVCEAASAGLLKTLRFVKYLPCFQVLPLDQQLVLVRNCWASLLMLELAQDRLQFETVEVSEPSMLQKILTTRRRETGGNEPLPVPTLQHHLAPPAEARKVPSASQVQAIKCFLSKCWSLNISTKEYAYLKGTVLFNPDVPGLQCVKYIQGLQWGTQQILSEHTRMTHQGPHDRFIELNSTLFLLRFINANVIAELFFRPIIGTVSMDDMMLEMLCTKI
PLC-beta3 inh: blocks human PLC-beta3 enzyme activity; 370,000 tested, 0.18% active; AID 720704; inhibition, % at 12.2 µM; Purified PLC-beta3, fluorogenic substrate, fluorescence; in the data active = inhibition above about 11%;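 also: 0% = median of compound wells on plate and 100% = full blocker control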
An asterisk follows results filed as active; i = inactive; . = not tested or not shown.

Under each structure – hgDAF-12 ag, PLCg1 inh, hcDAF12 agonist, FXN GAA850 act, ssDAF-12 act, ADAM17 inh, DAX1 inh-1, HGIII-sPLA2 inh, ADAM10 inh, DAX1 inh-2, PLC-beta3 inh
- CCOC(=O)N1CCN(C2OC(=O)c3ccccc32)CC1 (stereo unspecified)
  -0.5, -4.1, -0.9, 0.2, -1.2, -6.3, 0.1, 8.6, 2.9, -0.1, 0.7
- CCOC(=O)c1c(-n2cnnn2)sc(C)c1C
  1.1, -5.1, -2.0, -1.2, -1.7, -4.5, 0.0, 2.9, -12.9, 0.0, -2.9
- CCOc1ccccc1NC(=O)CSc1nnc(CNC(=O)c2c(F)cccc2Cl)o1
  2.9, -0.3, 0.5, -0.1, -0.4, -3.2, -0.1, 8.3, 6.7, 0.0, -9.1
- Cc1ccc2c(c1)C1CN(C)CCC1N2Sc1ccccc1[N+](=O)[O-] (stereo unspecified)
  -1.7, 4.5, -2.2, 0.9, -1.2, -0.1, 0.3, -15.3, 4.5, 0.7, -2.1
- Cc1ccc(-c2nn(C)c(=O)c3ccccc23)cc1CN1CCCCC1
  -0.1, 3.7, -1.4, -1.5, -0.7, -0.6, -0.2, -5.3, 2.0, 0.7, -5.3
- Cn1cc(S(=O)(=O)N2CCCC2)cc1C(=O)NCc1ccccc1
  0.1, -0.1, -1.1, -1.3, -0.4, -4.3, -0.2, 12.6, -11.1, -0.7, 0.9
- O=C(CSCc1ccc(C(=O)O)cc1)Nc1ccc2ccccc2c1
  1.3, 1.3, -2.2, 2.9, -1.6, -4.7, 0.3, -0.6, -5.6, -1.4, -3.1
- COc1ccccc1-c1cc(C(=O)Nc2ccc(F)cc2F)no1
  1.0, 11.7*, 0.0, 1.9, -1.5, 4.2, 0.1, 3.2, 5.0, 0.2, 5.3
- COc1ccc(-c2noc(CCC(N)=O)n2)cc1OC
  -0.5, -1.4, -0.9, -0.4, -1.1, -3.6, 0.6, -1.9, -5.6, 0.9, -0.7
- COc1ccc(S(=O)(=O)N2CCN(CCC(=O)Nc3ccc(F)cc3)CC2)cc1
  -4.0, -0.5, -3.3, -0.8, -2.0, -4.8, -1.1, -10.5, -2.9, -2.1, 3.8
- CCOC(=O)N1CCC(=NNC(=O)c2ccc(O)cc2)CC1
  1.2, -3.3, 1.5, 2.5, -1.3, -3.5, 0.6, -0.1, -1.0, 1.8, -3.7
- CCn1c(C)nc2cc(S(=O)(=O)Nc3ccc(C)cc3)ccc21
  -1.5, -1.5, -0.6, 0.3, -1.1, -0.9, -0.8, 0.9, 4.4, 0.1, -1.6
- CCCCn1c(N)c(N(CC(C)C)C(=O)c2ccc(-n3c(C)ccc3C)cc2)c(=O)[nH]c1=O
  -2.6, -8.2, 0.3, 3.9, -0.5, -6.2, 0.8, 3.4, -11.2, 0.1, -17.3
- O=S(=O)(c1ccc(-c2ccon2)s1)N1CCOCC1
  2.3, -1.8, 2.6, 1.0, -0.8, -4.4, 0.0, 12.3, -6.8, 3.0, -10.1
- CC(NCC(=O)NCC(=O)Nc1ccc(F)cc1)c1cccc(C(F)(F)F)c1 (stereo unspecified)
  1.9, -0.6, 1.8, -2.2, -1.2, -0.6, -1.8, 0.1, -0.4, 0.2, -3.2
- CCCCCCCCN1C(=O)[C@H](CC(=O)N2CCOCC2)C[C@@]2(C(=O)OCC)CCCC=C12
  -3.7, 6.8, -1.1, ., -0.5, 3.6, -2.8, -0.2, -9.8, ., -0.8
- N#C/C(=C\c1cccs1)c1nc2ccccc2[nH]1
  4.0, -102.5, 1.8, 6.1, 0.5, -17.6, 0.1, -6.1, -49.0, 0.8, -113.2
- CCc1ccccc1NC(=O)Cn1nnc(-c2cccnc2)n1
  -1.1, 0.1, -0.7, -0.8, -1.5, -0.5, -0.9, -0.3, 0.4, -0.2, 0.8
- Nc1cc2c(cc1Br)[nH]c(=O)c1ccccc12
  0.0, -48.5, 3.1, 2.9, -0.9, -10.5, -1.3, 11.0, -41.3, 1.4, -70.5
- COc1ccccc1N1CCN(C(=O)CSc2nnc(NC(=O)c3ccco3)s2)CC1
  -1.0, -3.3, -1.5, 1.3, -0.7, 4.0, 0.1, -3.5, 1.0, 1.4, -2.8
- C[C@H](CO)N1C[C@H](C)[C@@H](CN(C)C(=O)c2ccncc2)OCc2cn(nn2)CCCC1=O
  2.9, -0.2, -0.9, ., 0.0, -1.5, 0.4, 0.1, -1.2, ., 2.3
- COCC(=O)NCCNc1nc2ccc(C)cc2cc1C
  2.1, -12.9, -0.7, 3.6, -0.9, -53.6, 0.7, -4.1, -172.9, 0.4, -16.9
- COc1ccc(NC(=S)Nc2ncccc2C)cc1OC
  20.8*, -5.8, 3.1, 6.0, -0.5, -3.2, 2.5, 5.3, -0.9, 1.8, -9.1
- Oc1ccc2nnc3c(Br)cnn3c2c1
  -0.3, -464.2, 1.7, 0.0, -1.3, -31.8, 0.2, -17.2, -80.6, -0.3, i
- COc1ccc(C(=O)N2CCN(CCNC(=O)C(=O)Nc3ccc(Br)cc3)CC2)cc1
  0.8, -0.6, -1.7, -1.5, -0.9, 1.9, 0.4, 2.6, 1.3, 0.1, -4.9
- CCCCNC(=O)CCn1nc(-c2ccc(Cl)cc2)ccc1=O
  -1.3, -2.4, -2.1, 3.4, -0.6, -0.6, -0.1, -4.1, -6.0, -1.5, -2.5
- Cn1ccc(CC(=O)N2CCC(N3CCC(C(=O)N4CCCC4)CC3)CC2)c1
  3.2, -2.4, 3.1, -0.9, -0.8, -4.0, 0.4, -6.8, -2.6, 1.0, -17.2
- Cc1c(Cl)cccc1NC(=O)Cn1c(CCC(=O)O)ccc1-c1ccccc1
  -0.1, -11.2, -1.4, 1.6, -0.6, -21.4, -0.5, -35.5, -49.5, 0.0, -38.9
- CC(=O)Nc1ccc(N=Cc2ccc[nH]2)cc1
  0.9, 2.3, 0.1, -0.5, -1.6, -0.7, 0.4, 1.0, 2.6, -1.3, -5.4
- Cc1ccc(C(C)C)c(OCCCN2C(=O)NC(C)(C)C2=O)c1
  0.0, 2.0, -1.0, 0.2, -0.9, -1.0, -0.1, -2.8, 1.3, 0.3, 3.7
- C=CCn1c(SCC(=O)Nc2nc(C)cs2)nnc1C(C)NC(=O)c1ccccc1Cl (stereo unspecified)
  2.2, 1.7, -0.9, -2.1, -1.4, 0.1, 0.4, -1.7, 1.2, 1.3, 2.9
- CCCC1C(=O)N(Cc2ccccc2)C(=O)CC1C (stereo unspecified)
  -2.9, 1.0, -3.0, 0.7, -1.8, -2.4, -0.9, -3.6, 0.6, 3.0, -6.2
- Cc1ccc2nc(NC(=O)C3CSC4(C)CCC(=O)N34)sc2c1 (stereo unspecified)
  -0.1, 1.5, -0.7, 4.1, -0.8, -0.7, -0.9, -1.4, -15.5, 0.8, -3.9
- CC1=CC(C)(C)N=C(Nc2nc(C)c3cc(C)cc(C)c3n2)N1
  -4.1, -24.0, 1.3, -3.9, -1.8, -5.7, 1.1, 2.2, -14.6, 0.1, -50.5
- CCO[C@@H]1OC(C(=O)N2CCN(Cc3ccc4c(c3)OCO4)CC2)=C[C@H](C2CCCCC2)[C@H]1CCCO
  -4.7, 5.0, -3.0, -1.9, -1.6, 5.0, -1.3, -20.5, 11.0, -0.9, 4.2
- CCCn1cnc2scc(-c3ccc(OC)cc3)c2c1=O
  -1.7, -2.2, 0.4, 1.4, -1.3, -4.8, -0.1, -0.4, 1.4, -0.7, -10.3
- C=CCC[C@@H](Cc1ccc(F)cc1)C(=O)OC[C@@H](NC(=O)[C@H](CC=C)CC(=O)N(CCO)Cc1ccccc1)c1ccccc1
  -1.0, 1.8, -1.9, -6.8, -0.7, 11.0*, -0.7, -29.6, 27.2*, -0.8, 2.5
- CCOC(=O)N1CCN(CC(=O)c2ccc(O)cc2O)CC1
  1.2, -13.2, 0.6, 3.5, -0.8, -14.2, -0.3, 4.1, -30.5, 1.1, -25.6
- CN1CCN(CC#CCC(O)(c2ccccc2)c2ccccc2)CC1
  0.6, 1.4, -0.7, 0.7, -1.6, -2.6, -0.3, 10.7, 1.1, 2.3, -8.7
- NNC(=O)c1ccc(COc2cccc3ccccc23)cc1
  0.6, 2.9, -2.6, 1.8, 0.4, 1.4, -0.4, 7.7, 1.4, -0.2, -1.9
- COc1ccc(S(=O)(=O)N(C)[C@H]2C[C@H]3c4cc(Oc5ccccc5C)ccc4CCN3C(=O)[C@H]2[C@H](C)O)cc1
  -2.1, -7.6, -2.4, -12.1, -1.4, 6.6, -2.4, -21.8, 18.0, -1.0, -5.5
- COCCN1C(=O)/C(=C/c2ccc(Oc3ccc([N+](=O)[O-])cn3)c(OC)c2)SC1=Nc1ccccc1
  -1.0, -0.3, 1.8, -1.4, -1.1, -5.9, -1.4, 6.1, -6.0, 1.2, 0.1
- Cc1ccc(/C=C2/NC(=O)N(Cc3ccc(Br)cc3)C2=O)o1
  -1.6, -24.6, 0.1, 6.0, -1.1, 1.9, -0.5, -0.7, 5.7, -1.3, -33.4
- Cc1cc(C)cc(-n2ccnc2SCC(=O)c2c(N)n(C3CC3)c(=O)[nH]c2=O)c1
  1.3, -2.7, -0.3, -0.2, -1.6, -3.6, -0.1, 0.3, -15.0, 0.0, -8.5
- Cc1nn(CC(=O)NCCc2cccs2)c(=O)c2cc3ccccc3n12
  -0.8, -1.2, 1.1, -0.9, -1.1, -4.8, 0.3, 12.0, -12.1, 0.1, -15.4
- CC(C)(C)N1[C@@H](CC(=O)O)c2cc(C(F)(F)F)ccc2S1(=O)=O
  2.0, 5.4, -1.4, 0.4, -1.3, -5.1, 0.3, 10.2, 5.8, 0.1, 1.4
- COc1ccc(-c2cc3nc(C)n(N)c(=O)c3s2)cc1
  -9.2, -36.7, -3.7, -11.5, -3.0, -384.2, -1.4, -1.1, i, -9.2, -61.6
- O=C(CN1CCCC1)NCC1(c2ccccc2)CCOCC1
  0.2, 4.2, 0.3, -0.6, -0.5, 1.9, 0.2, -1.0, 5.2, 1.2, 0.4
- Cc1ccc(S(=O)(=O)N2CCC(C(=O)OCC(=O)N(C)Cc3ccccc3)CC2)cc1C
  0.1, 0.6, -0.7, 1.5, -0.7, 1.2, 1.9, -17.0, 0.9, -1.4, -3.9
- CC(C)c1nnc(NC(=O)c2cccc(-n3cnnn3)c2)s1
  -2.4, -0.2, -1.8, 1.3, -1.6, -4.1, 0.6, 1.7, -3.7, -0.6, -3.5
- CC(NC(=O)C(=O)NCCN1CCN(C(=O)c2ccc([N+](=O)[O-])cc2)CC1)c1ccccc1 (stereo unspecified)
  -0.9, 0.6, -0.3, -0.3, -1.0, -0.1, -0.3, 8.9, -3.0, -0.2, -5.2
- O=P(/C(=N/O)Sc1ccccc1)(N1CCOCC1)N1CCOCC1
  3.7, 0.8, -1.1, -1.2, -1.3, -7.1, -0.4, -0.9, -4.2, 1.0, -4.7
- Cn1c(SCC(=O)C(C)(C)C)nnc1-c1ccc(F)cc1
  1.8, 2.6, -1.8, 0.1, -1.2, -1.4, 0.1, -4.5, 2.7, 0.6, 4.8
